KB-3-1 cytotox = qHTS assay for MDR1-selective chemotherapeutics: Primary screen using the parental adenocarcinoma cell KB-3-1 | KB-3-1 viability, CellTiter-Glo ATP luminescence, 72 h | Potency, µM (highest dose often 46.1 µM), without a hit: at the top dose activity change, negative = cytotoxic, most hits filed as cytotoxic | 1.4% of 400,000 active | AID 1347075, 2019; also: % is scaled to controls: 0 for no effect and ±100 for the full control effect; nearly all actives have a fitted effect of over 60% in size
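KB-3-1 parental drug-naive adenocarcinoma cells in DMEM/10% FBS, incubated 72 h at 37 C with pin-transferred compounds across a concentration series. Viability by CellTiter-Glo luminescence; concentration-response curves fitted after normalization.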
KB-V1 MDR tox = qHTS assay for MDR1-selective chemotherapeutics: Primary screen using the drug-selected MDR subline cells KB-V1 | AID 1347076, 2019 | 3.4% of 400,000 active | Potency, µM (top dose mostly 46.1 µM), without a hit: at the highest dose activity change, negative = cytotoxicity, hits mostly cytotoxic | KB-V1 MDR cells viability, CellTiter-Glo, 72 h; also: % is scaled to controls: 0 for no effect and ±100 for the full control effect; nearly all actives have a fitted effect of over 60% in size
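Luminescent ATP read-out (CellTiter-Glo, 10 min) measures survival of drug-selected KB-V1 MDR cells after 72 h, 37 degrees C compound exposure. Medium: phenol-red-free DMEM, 10% FBS. Values from fitted concentration-response curves.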
TDP-43 yeast inh = qHTS of TDP-43 Inhibitors | 1.8% of 410,000 active | Potency, µM (doses to about 46.1 µM), inactives show top-dose growth rescue (activation), usual class: activators | AID 652104, 2013 | TDP-43 expressing yeast growth rescue, BacTiter-Glo, 24 h; also: % of control where 0% means no effect; nearly all actives have a fitted effect of over 50% in size
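Luminescence from BacTiter-Glo reports growth of TDP-43-expressing yeast after 24 hr at 30 deg C with compound. Cells were raffinose-pregrown to mid-log, then seeded in galactose medium at OD600=0.02.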
SW480 rerep = A quantitative high throughput screen for small molecules that induce DNA re-replication in SW480 colon adenocarcinoma cells; SW480 DNA re-replication, Hoechst DNA content imaging, 48 h; Potency, µM (doses to about 46.1 µM), inactives show at the top dose re-replication activation, hits mostly activators; 1.8% of 340,000 active; AID 624297, 2012; also: % of control where 0% means no effect; nearly all actives have a fitted effect of over 55% in size
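Compounds, transferred as 23 nL by pin tool, were incubated with cells for 48 hr; DNA content per nucleus was then quantified by Hoechst staining and fluorescence plate imaging.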
HT1080 IDH1KD tx = qHTS for induction of synthetic lethality in tumor cells producing 2HG: qHTS for the HT-1080-IDH1KD cell line; HT-1080 IDH1 knockdown viability, ATP luminescence, 48 h; 2% of 360,000 active; Potency, µM (top dose mostly 46.1 µM), without a hit: top-dose activity, negative = toxicity, usual class: cytotoxic;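 also: 0% = DMSO wells and -100% = cell-free medium wells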
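After a 2 h attachment period, IDH1KD HT-1080 cells took pin-transferred compound for 48 h at 37 °C; ATP-based luminescence after 10 min room-temperature reagent incubation reported viability.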
GLP-1R inv ag = qHTS of GLP-1 Receptor Inverse Agonists (Inhibition Mode); AID 624417, 2012; 1.6% of 410,000 active; Potency, µM (series often up to 38.3 µM), without a hit: top-dose activity change, negative = inhibition, usual class: inhibitors; Glucagon-like peptide 1 receptor (Homo sapiens), P43220; HEK293 GLP-1R CRE-luciferase, luminescence, 24 h; GLP-1R form is constitutively active; also: % is scaled to controls: 0 for no effect and ±100 for the full control effect; nearly all actives have a fitted effect of over 55% in size
Target sequence (P43220 whole entry, looked up): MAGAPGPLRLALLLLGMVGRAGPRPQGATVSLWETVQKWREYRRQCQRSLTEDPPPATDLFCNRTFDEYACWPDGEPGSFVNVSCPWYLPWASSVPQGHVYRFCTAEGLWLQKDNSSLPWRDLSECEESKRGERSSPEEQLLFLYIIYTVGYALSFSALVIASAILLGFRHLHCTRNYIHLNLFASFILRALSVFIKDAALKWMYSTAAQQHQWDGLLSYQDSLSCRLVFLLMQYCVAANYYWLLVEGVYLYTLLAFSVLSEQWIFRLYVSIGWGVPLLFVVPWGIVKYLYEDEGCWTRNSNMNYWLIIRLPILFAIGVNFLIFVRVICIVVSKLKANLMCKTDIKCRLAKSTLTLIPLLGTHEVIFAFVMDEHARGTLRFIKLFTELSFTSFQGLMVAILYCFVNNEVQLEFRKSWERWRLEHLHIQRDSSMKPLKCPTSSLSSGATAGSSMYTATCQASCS
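Luminescence readout: a drop in cAMP-driven luciferase signal flags inverse agonism at a constitutively active GLP-1R stably expressed in HEK293. Compound exposure lasted 24 hr at 37 deg C, 5% CO2.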
GLP1R ag = qHTS of GLP-1 Receptor Agonists. 0.007% of 380,000 active. HEK293 GLP-1R CRE-luciferase, luminescence, 4-6 h; cells express a hypersensitive GLP-1R form. Glucagon-like peptide 1 receptor (Homo sapiens), P43220. Potency, µM (highest dose often 45.6 µM), inactives show at the top dose activation, hits mostly activators. AID 624172, 2012; also: % of control where 0% means no effect
GLP1R cytotox = qHTS of GLP-1 Receptor Inverse Agonists: Cytotox Screen; HEK293 cAMP-luciferase reporter cells, luminescence, 24 h; Potency, µM (top dose mostly 38.3 µM), for inactives: top-dose activity change, negative = inhibition, hits mostly inhibitors; 0.13% of 410,000 active; AID 624418, 2012;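 also: loss of luciferase light is scored as toxicity; % is scaled to controls: 0 for no effect and ±100 for the full control effect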
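Quantitative HTS format, 1536 wells, 200 cells/uL seeded. Compounds: 23 nL, 24 h, 37 °C. Detection: luciferase reagent, luminescence at 12 min RT; decreased signal taken as cytotoxic.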
HT1080NT lethal = qHTS for induction of synthetic lethality in tumor cells producing 2HG: qHTS for the HT-1080-NT fibrosarcoma cell line; HT-1080-NT fibrosarcoma viability, CellTiter-Glo ATP luminescence, 48 h; Potency, µM (top dose mostly 46.1 µM), inactives show top-dose activity, negative = less viability, hits mostly cytotoxic; 1.6% of 360,000 active; AID 686970, 2013;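 also: NT is the 2HG producing partner of a matched IDH1 knockdown line; 0% = DMSO-treated cells and -100% = media-only wells without cells; nearly all actives have a fitted effect of over 55% in size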
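HT-1080-NT; 750 cells/well; 5% FBS RPMI; 48 h compound, 37 degrees C; CellTiter-Glo luminescence; curve fitting and curve-class assignment.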
Active calls of the source: *; ? = inconclusive; nt = no result given; [ ] = dose if it differs, or a comment. Calls follow the shape of the dose curve; as a rule, active = well fitted curve in the direction sought with a large enough effect; inconclusive = small, poorly fitted or top-dose-only effect, or another doubt; inactive = no such curve, though single readings can be large; an effect the other way counts as inactive or inconclusive. Potency is read from the fitted curve at half-maximal effect.

SMILES	KB-3-1 cytotox	KB-V1 MDR tox	TDP-43 yeast inh	SW480 rerep	HT1080 IDH1KD tx	GLP-1R inv ag	GLP1R ag	GLP1R cytotox	HT1080NT lethal
COC(=O)c1c(C)[nH]c(C(=O)CSc2nnnn2-c2ccccc2)c1C	-9%	12%	2%	1%[9.22 µM]	10%	1%	-13%	-7%	23%
CSc1nc2ccc(S(=O)(=O)N3CCc4ccccc43)cc2s1	?	3.7µM*	-17%	?	-23%	?	3%	-31%	-30%
CCOCCCNC(=O)CCSc1ccc(C)cc1	-1%	?	26%	-1%	0%	0%	-6%	-4%	1%
COc1ccc(C2C(C(=O)OC(C)C)=C(C)N=c3s/c(=C\c4cccs4)c(=O)n32)cc1 (stereo not given)	?	-21%	12%	-1%	25%	?	-7%	-11%	12%
Cc1ccc(-n2c(SCC(=O)OC(C)C)nnc2-c2ccccn2)cc1	5%	21µM*	-22%	1%	3%	-3%	22%	5%	-20%
Cc1cc(NC(=O)c2ccc(F)cc2)ccc1-c1cc2ccccc2oc1=O	12%	-14%	19%	nt	nt	9%	nt	-1%	nt
COc1ccccc1CNC(=O)CCNS(=O)(=O)c1cccc2nonc12	4%	1%	22%	-2%	8%	5%	6%	5%	9%
CN(C)CC(C)(C)CNCc1cc(=O)oc2ccc3ccccc3c12	21%	-21%	-2%	-1%	-14%	?	10%	5%	-7%
CC(C)CCNc1nc2c(S(=O)(=O)c3ccc(Br)cc3)nnn2c2ccsc12	-10%	-16%	-15%	nt	nt	4%	nt	2%	nt
Cc1ccc(C(=O)COC(=O)CN2C(=O)C3CC=CCC3C2=O)cc1C (stereo not given)	1%	14%	13%	nt	-13%	-4%	-6%	8%	-2%
Cc1cc(C)n(S(=O)(=O)c2ccc(Cl)cc2)n1	1%	18%	22%	-45%[inhibitor]	-5%	-5%	1%	-2%	4%
OCC1=C[C@@H](O)[C@@H]2C=CO[C@@H](O[C@@H]3O[C@H](CO)[C@@H](O)[C@H](O)[C@H]3O)[C@H]12	0%	0%	18%	?	6%	4%	1%	3%	12%
CCCC(=O)O/N=C(\c1ccccc1)c1ccncc1	-2%	6%	7%	-10%	8%	23%	7%	24%	8%
COC(=O)c1ccc(N2CCCCC2)c(NS(=O)(=O)c2ccc(C)cc2)c1	9%	?	-13%	-1%	2%	?	10%	1%	-9%
Cc1cc2c(C)nc(N/N=C/c3ccccc3)nc2o1	18%	23µM*	-1%	?	-4%	30%	2%	-1%	-7%
O=C(c1cc(-c2ccco2)on1)N1CCCc2ccccc21	-25%	0%	6%	-1%	1%	2%	-5%	1%	1%[9.24 µM]
O=C1NC2(CCCCCC2)C(=O)N1Cc1c(F)cccc1Cl	-13%	-16%	-19%	2%	0%	?	-5%	1%	2%
Cc1cc(=O)n(Cc2ccc(F)cc2Cl)c2c1c(C)nn2-c1ccccc1	5%	10%	18%	nt	nt	5%	nt	0%	nt
CN(C)S(=O)(=O)c1ccc(N2CCCC2)c(C(=O)OCC(=O)N2CCN(c3ccccc3)CC2)c1	18%	-4%	-3%	-8%	-3%	-5%	-3%	-15%	1%
C/C(Cn1nnc([N+](=O)[O-])n1)=N\NC(=O)c1ccc(C)cc1	?	?	?	?	-17%	-21%	-1%	?	-1%
Clc1ccc(NCn2cncn2)nc1	1%	?	10%	-3%	11%	9%	22%	-4%	-2%
CCN(CC)S(=O)(=O)c1cccc(C(=O)Oc2cccc(NC(=O)c3cccs3)c2)c1	14%	0%	-13%	-6%	17%	?	7%	-13%	16%
Clc1ccc(-n2ncc3c(NC4CCCC4)ncnc32)cc1	-7%	?	?	nt	nt	?	nt	-23%	nt
CCN1CCN(c2cc(C)c3cc(NC(=O)CCC(=O)Nc4ccc(OC)c(OC)c4)ccc3n2)CC1	-15%	-16%	12%	-1%	-3%	10%	21%	5%	11%
COc1ccccc1OCCCC(=O)Nc1nnc(C2CCCO2)s1 (stereo not given)	nt	nt	0%	2%	2%	18%	1%	15%	7%

4 successive records from above, quoted:
SMILES	KB-3-1 cytotox	KB-V1 MDR tox	TDP-43 yeast inh	SW480 rerep	HT1080 IDH1KD tx	GLP-1R inv ag	GLP1R ag	GLP1R cytotox	HT1080NT lethal
CCN(CC)S(=O)(=O)c1cccc(C(=O)Oc2cccc(NC(=O)c3cccs3)c2)c1	14%	0%	-13%	-6%	17%	?	7%	-13%	16%
Clc1ccc(-n2ncc3c(NC4CCCC4)ncnc32)cc1	-7%	?	?	nt	nt	?	nt	-23%	nt
CCN1CCN(c2cc(C)c3cc(NC(=O)CCC(=O)Nc4ccc(OC)c(OC)c4)ccc3n2)CC1	-15%	-16%	12%	-1%	-3%	10%	21%	5%	11%
COc1ccccc1OCCCC(=O)Nc1nnc(C2CCCO2)s1 (stereo not given)	nt	nt	0%	2%	2%	18%	1%	15%	7%

(further entries)
SMILES	KB-3-1 cytotox	KB-V1 MDR tox	TDP-43 yeast inh	SW480 rerep	HT1080 IDH1KD tx	GLP-1R inv ag	GLP1R ag	GLP1R cytotox	HT1080NT lethal
Cc1ccccc1NC(=O)N1CCc2ccccc2C1	2%	13%	-9%	1%	?	2%	9%	-2%	25%
O=C(NCCCN1CCN(c2ccc(F)cc2)CC1)c1sc2ncccc2c1-n1cccc1	-10%	13%	-2%	nt	nt	?	nt	-14%	nt
O=C(c1cccc([N+](=O)[O-])c1)N1CCCC(C(=O)N2CCCCC2)C1 (stereo not given)	5%	-5%	8%	-2%	2%	8%	2%	3%	4%
[N-]=[N+]=NC(c1ccccc1)C(NC(=O)c1cc(C(F)(F)F)cc(C(F)(F)F)c1)c1ccccc1 (stereo not given)	?	8%	0%	nt	?	?	-2%	-3%	?
O=S(=O)(NCc1cc(-c2ccccc2Cl)no1)c1ccc(Cl)cc1	-2%	?	?	8%	-7%	?	7%	-7%	?
Cc1cc(NC(=O)N(C)CCc2c(C)nn(C)c2C)ccc1Br	2%	-4%	22%	nt	nt	?	nt	-3%	nt
O=C1CCN(S(=O)(=O)c2ccccc2)C2CCCCC12 (stereo not given)	-2%	?	25%	-3%	16%	-10%	-3%	4%	3%
Cc1c(NC(=O)c2nn(C)c(=O)c3ccccc23)c(=O)n(-c2ccccc2)n1C	1%	-6%	-7%	-3%	11%	43%[activator]	-5%	-3%	13%
CCOC(=O)C(Cc1ccccc1)C(=O)NCc1ccccc1 (stereo not given)	-5%	-15%	-16%	?	-1%	-3%	7%	-3%	-4%
CC(=O)Nc1ccc(C=NNC(=O)C2CC2)cc1	4%	17%	-8%	-5%	6%	20%	7%	5%	12%
O=S(=O)(c1cnc(Cl)c(Br)c1)N1CCc2ccccc21	-25%	15%	0%	?	?	8%	8%	20%	21µM*
Cc1cccc(NC(=O)CCCn2nc(C)c3c(C)n(-c4ccccc4)nc3c2=O)c1C	0%	-6%	22%	nt	nt	2%	nt	2%	nt
CCOC(=O)N1CCC(NC(=O)CCS(=O)(=O)c2ccc3c(c2)CCN3C(C)=O)CC1	1%	16%	7%	12%[9.22 µM]	7%	14%	3%	2%	8%
COc1cccc(C=Nc2ccc3c(c2)CCC3)c1O	11%	26%	-12%	27%	20%	-3%	16%	-2%	-10%
Cc1cc(C(=O)N2CCCc3ccccc32)no1	0%	0%	-12%	-2%	2%	2%	-11%	-1%	0%[9.24 µM]
CCOC(=O)CSc1nc(NCc2ccco2)c2ccccc2n1	10%	-2%	-10%	-10%	-1%	8%	11%	-17%	4%
CC(CCc1ccccc1)NC(=O)CSc1cccc[n+]1[O-] (stereo not given)	15%	2%	-3%	-56%[inhibitor]	13%	1%	0%	0%	19%
CCOc1ccc(-c2cc(C(=O)NCc3ccccc3)c3c(-c4ccc(CC)cc4)[nH]nc3n2)cc1	-7%	11%	0%	nt	nt	1%	nt	3%	nt
CN(C)c1ccc(CN2CCCCCC2)cc1	-12%	24%	-15%	-11%	-1%	7%	-8%	3%	-7%
CCCCN(C(=O)Cn1nnc2ccccc21)C(C(=O)NCc1ccco1)c1ccncc1 (stereo not given)	-9%	-13%	-32%[inhibitor]	0%	-1%	0%	4%	-5%	-2%
Cc1ccc(S(=O)(=O)Nc2nc(C)cc(N/N=C/c3ccc(O)cc3)n2)cc1	5%	?	10%	-7%	-1%	2%	0%	3%	-1%
CN(C)CCCC(=O)c1ccc2c(c1)OCO2	15%	?	-9%	3%[9.22 µM]	14%	-3%	20%	6%	11%
COc1cc2nc(=S)n3[nH]c(CCn4c(C)nc5ccccc54)nc3c2cc1OC	22%	0%	5%	-6%	8%	1%	-3%	1%	15%
COC(=O)c1ccc2nc(-c3cccc(Br)c3)c(Cc3ccccc3)n2c1	-21%	?	?	nt	1%	16%	-2%	-5%	11%
Cc1ccc(Cc2c(-c3ccc(F)cc3)nc3ccc(Cl)cn23)cc1	0%	?	?	nt	-13%	?	-4%	-21%	3%
COCCn1c(=NC(=O)c2ccccc2[N+](=O)[O-])sc2cc(S(C)(=O)=O)ccc21	2%	0%	-13%	0%	7%	74%[activator]	6%	13%	-3%
CCN(CC)C(=O)C1CCCN(Cc2ccc3c(c2)OCO3)C1 (stereo not given)	1%	1%	0%	1%	11%	4%	4%	21%	-1%
Oc1ccc(-c2nc3ncccn3c2Nc2ccc3c(c2)OCCO3)cc1	-9%	18%	24%	-4%	0%	-26%	-3%	7%	-1%
Cc1cccc(NC(=O)Cn2c(=O)oc3cc(S(=O)(=O)NC4CCCC4)ccc32)c1	-21%	-12%	9%	nt	nt	-10%	nt	3%	nt
COc1cccc(NC(=O)CC2S/C(=N\S(=O)(=O)c3ccccc3)N(c3ccccc3)C2=O)c1 (stereo not given)	25%	?	0%	-4%	2%	8%	2%	-6%	-4%
